EPAC1 antagonist: antagonists of human EPAC1. O95398. EPAC1 GEF assay, Rap1b-BODIPY-GDP exchange fluorescence. Potency, µM (series often up to 115 µM), without a hit: at the top dose activity change, negative = inhibition, usual class: inhibitors. actives 0.14% (n = 360,000). AID 720709;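 note: potency is the fitted concentration of half-maximal effect; plate controls were vehicle for no effect and positive control for full effect; nearly all actives have a fitted effect of over 50% in size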
WRN helicase inh: WRN helicase (human) inhibition | Q14191 | WRN helicase unwinding, fluorescent forked duplex, kinetic | Potency, µM (highest dose often 114 µM), for the others: at the highest dose activity change, negative = inhibition, most hits filed as inhibitors | actives 0.46% (n = 360,000) | AID 651768; note: potency is the fitted concentration of half-maximal effect; % is set by controls: 0 for no effect and ±100 for the full control effect; nearly all actives have a fitted effect of over 55% in size
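Primary qHTS, 1536-well format. 20 nM WRN + compound, 15 min RT; start with 100 nM forked fluorophore/quencher duplex, 2 mM ATP (final); kinetic read ex 525/em 598 nm.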
CCT modulator: modulators of cytosolic chaperonin (CCT/TRiC) activity; purified chaperonin ATPase assay, HTRF ADP detection, 30 min; AID 651819; activity change, % (concentration not given with the values), hits read low; actives 0.3% (n = 360,000); in the data active = activity change below about -30%; note: % is set by controls: 0 for no effect and ±100 for the full control effect
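Enzyme 40 or 20 nM (batch-dependent) in Tris pH 7.4/KCl/MgCl2/DTT; cpd 76 uM single point; ATP 10 uM; 30 min 37 °C; Transcreener ADP HTRF detection, 30 min RT; ratio 665/615.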
MmCpn inh: inhibitors of Methanococcus maripaludis chaperonin (MmCpn). AID 504842. actives 0.031% (n = 330,000). Potency, µM (titrated, usually from 76.9 µM), inactives show top-dose activity, negative = inhibition, actives largely listed as inhibitors. purified Mm-Cpn ATPase, ADP Transcreener TR-FRET; note: potency is the fitted concentration of half-maximal effect; % is set by controls: 0 for no effect and ±100 for the full control effect; nearly all actives have a fitted effect of over 80% in size
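TR-FRET (320 nm excitation; 590 and 665 nm emission) reports ADP made from 10 uM ATP by 25 nM enzyme; compounds were preincubated 10 min, reaction run 30 min, both at 37°C.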
PI5P4Ka inh: inhibitors of human PI5P4K alpha. P48426. PI5P4Kalpha enzyme, ADP-Glo luminescence, 60 min; active compounds read low. max response, %. actives 1.2% (n = 330,000). AID 652105; active = max response of -50% or lower; inconclusive = between -30% and -50%; inactive = -30% or higher; note: value at the top dose of about 77 µM; % is set by controls: 0 for no effect and ±100 for the full control effect
Target sequence (P48426 whole entry, looked up): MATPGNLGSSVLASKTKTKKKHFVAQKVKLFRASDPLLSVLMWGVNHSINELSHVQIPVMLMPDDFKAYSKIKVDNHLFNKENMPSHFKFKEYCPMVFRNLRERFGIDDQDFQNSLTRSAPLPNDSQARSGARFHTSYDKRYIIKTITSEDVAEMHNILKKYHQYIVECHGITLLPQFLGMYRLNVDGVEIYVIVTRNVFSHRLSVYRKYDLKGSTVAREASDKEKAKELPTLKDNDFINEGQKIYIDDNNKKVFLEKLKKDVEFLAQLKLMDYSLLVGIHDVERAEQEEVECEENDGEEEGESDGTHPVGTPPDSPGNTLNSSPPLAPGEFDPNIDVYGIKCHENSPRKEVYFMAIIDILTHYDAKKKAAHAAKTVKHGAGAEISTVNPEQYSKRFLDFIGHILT
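Controls without substrate or without enzyme flank wells where PI5P4Kalpha converts substrate using 5 microM ATP (final). Incubation lasts 60 minutes at room temperature; ADP formed is read by ADP-Glo luminescence.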
EPAC2 antag: EPAC2 (human) antagonism. Potency, µM (highest dose often 114 µM), for inactives: at the top dose activity, negative = inhibition, hits mostly inhibitors. actives 0.18% (n = 360,000). Q8WZA2. EPAC2 GEF exchange of Rap1B-BODIPY-GDP, fluorescence; note: potency is the fitted concentration of half-maximal effect; % is set by controls: 0 for no effect and ±100 for the full control effect; nearly all actives have a fitted effect of over 45% in size; many of its hits are not listed in these tables
EPAC1 agonist: EPAC1 (human) agonism | EPAC1 agonist qHTS, biochemical assay; response scale: 100% = response to 6.5 mM cAMP | Potency, µM (top dose mostly 154 µM), without a hit: at the highest dose activation, hits mostly activators | actives 0.073% (n = 360,000); note: potency is the fitted concentration of half-maximal effect; nearly all actives have a fitted effect of over 60% in size
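Normalized to 6.5 mM cAMP, activity reflects EPAC1-catalysed release of BODIPY-GDP from Rap1B, followed kinetically over 30 min at 480 nm excitation, 540 nm emission. Reaction contained 100 nM EPAC1, 250 nM Rap1B-BODIPY-GDP, 50 uM GDP.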
PLK1 PBD inh: blocks phosphopeptide binding to human PLK1 polo-box domain | Potency, µM, for inactives: max response, negative = inhibition, actives largely listed as inhibitors | actives 2.8% (n = 360,000) | Plk1 PBD binding of FITC phosphopeptide, fluorescence polarization | P53350; note: potency is the fitted concentration of half-maximal effect; series mostly up to about 57 µM; % is set by controls: 0 for no effect and ±100 for the full control effect; nearly all actives have a fitted effect of over 65% in size
Target sequence (P53350 whole entry, looked up, the tested form may be a part): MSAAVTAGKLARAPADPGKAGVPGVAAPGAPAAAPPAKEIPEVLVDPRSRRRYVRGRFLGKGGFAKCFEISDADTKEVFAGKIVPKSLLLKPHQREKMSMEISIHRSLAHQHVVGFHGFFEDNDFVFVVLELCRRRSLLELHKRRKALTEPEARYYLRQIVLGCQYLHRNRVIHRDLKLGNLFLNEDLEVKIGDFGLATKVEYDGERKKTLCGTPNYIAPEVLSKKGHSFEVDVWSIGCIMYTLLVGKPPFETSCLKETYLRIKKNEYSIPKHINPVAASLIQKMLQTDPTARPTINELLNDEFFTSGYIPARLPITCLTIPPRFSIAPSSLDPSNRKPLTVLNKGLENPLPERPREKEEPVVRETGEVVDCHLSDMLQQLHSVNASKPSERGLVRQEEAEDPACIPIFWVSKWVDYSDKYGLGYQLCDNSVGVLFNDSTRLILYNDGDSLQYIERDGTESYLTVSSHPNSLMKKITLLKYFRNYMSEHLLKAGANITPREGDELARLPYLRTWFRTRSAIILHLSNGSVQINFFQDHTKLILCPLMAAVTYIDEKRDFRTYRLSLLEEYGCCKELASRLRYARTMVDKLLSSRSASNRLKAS
* marks the source's active call; other numbers are inactive results; ? = inconclusive; / = no result given; & = joins results of further samples; [ ] = another dose, or the depositor's remark. Unless noted, calls come from the whole dose curve; as a rule, active = well fitted curve in the direction sought with a large enough effect; inconclusive = small, poorly fitted or top-dose-only effect, or another doubt; inactive = no such curve, though single readings can be large; an effect the other way counts as inactive or inconclusive. The list is partial, so the mix of outcomes need not match the whole.

Screens in order: EPAC1 antagonist	WRN helicase inh	CCT modulator	MmCpn inh	PI5P4Ka inh	EPAC2 antag	EPAC1 agonist	PLK1 PBD inh
Clc1ccc(-c2nnc(NCCN3CCCC3)c3ccccc23)cc1
  11.2%	-4.6%	0.0	-10.3%	-3.2	9.7%	-13.1%	-8.5%
O=C(NCCOc1ccccc1)c1ccccc1[N+](=O)[O-]
  -4.5%	-3.3%	0.8	1.9%	-0.6	-1.2%	11.5%	-6.6%
CC(C)CC1(C)NC(=O)N(Cc2cc([N+](=O)[O-])cc3c2OCOC3)C1=O (stereo not given)
  -6.1%	-4.6%	-0.7	2.4%	1.6	3.0%	2.8%	-5.6%
Cc1ccc(N(Cc2cc(=O)[nH]c3ccccc23)C(=O)CCl)cc1
  -11.4%	-0.9%	1.6	-11.1%	-22.4	17.1%	-4.1%	-6.0%
O=C1CCC(C(=O)N(CCO)Cc2ccccc2)CN1CCCN1CCOCC1 (stereo not given)
  3.8%	-2.5%	-0.9	-5.2%	-4.6	2.4%	-0.9%	-15.9%
N#Cc1cc2c(nc1SCC(=O)Nc1sc3c(c1C#N)CCC3)CCCCCC2
  -1.7%	-5.5%	0.3	-0.2%	5.9	-0.3%	12.4%	-14.4%
O=[N+]([O-])c1cc2oc3c(c2c(C=NCc2ccccc2)c1O)CCCC3
  -26.2%	-10.4%[11.6 µM]	1.5	1.3%	-50.4*	10.3%	-2.0%	-23.9%
CC(=O)Nc1ccc(NC(=O)c2cc(-c3ccccc3)nc3ccccc23)cc1
  -12.6%	-0.7%	-0.6	-4.6%	-0.2	3.1%	-3.6%	0.2%
COc1cccc(N/C=C/c2onc(C)c2[N+](=O)[O-])c1
  6.1%	-0.7%	-0.8	-0.7%	-1.7	2.9%	3.3%	-0.6%
O=C1c2ccccc2[C@@H]2C[C@@H](O)[C@H](Nc3cccc4ccccc34)CCN12
  -1.5%	-4.0%	-1.6	-0.8%	-19.6	-3.8%	-0.1%	-20.3%

Sorted by value in MmCpn inh (rising): three from the list above
structure	MmCpn inh
Clc1ccc(-c2nnc(NCCN3CCCC3)c3ccccc23)cc1	-10.3%
O=[N+]([O-])c1cc2oc3c(c2c(C=NCc2ccccc2)c1O)CCCC3	1.3%
O=C(NCCOc1ccccc1)c1ccccc1[N+](=O)[O-]	1.9%

(next part)
Screens in order: EPAC1 antagonist	WRN helicase inh	CCT modulator	MmCpn inh	PI5P4Ka inh	EPAC2 antag	EPAC1 agonist	PLK1 PBD inh
C1CCC(c2nn3c(-c4n[nH]c5c4CCC5)nnc3s2)CC1
  -19.7%	-6.1%	-3.9	1.4%	?	-12.2%	-0.6%	?
COc1ccc(NC(=O)N2C[C@H]3CON(C)[C@H]3C[C@H]2c2ccc(N3CCCCC3)cc2)cc1
  -4.6%	-9.5%	0.4	/	0.1	0.6%	2.5%	-1.1%
Cc1ccc(S(=O)(=O)Cc2cc(F)c([N+](=O)[O-])cc2[N+](=O)[O-])cc1
  2.0%	-12.3%	1.4	0.1%	-13.3	-22.0%	-1.6%	2.38µM*
CCOCC(=O)Nc1nnc(SCCOC)s1
  -4.7%	0.2%	-9.6	1.0%	7.6	-0.8%	1.1%	2.3%
C=CCC1(CC=C)CCCN1C(=O)C1CCC(=O)N(CCc2ccc(OC)cc2)C1 (stereo not given)
  1.2%	-0.5%	-2.0	1.7%	-4.7	-1.1%	-5.7%	4.9%
CCOC(=O)c1sc(N(Cc2ccccc2)C(=O)COC(=O)c2ccccc2O)nc1C
  7.0%	-3.8%	0.2	-2.8%	1.1	10.8%	-7.5%	0.5%
Cc1ccc(N2CCN(C(=O)c3nn(C)c4c3CS(=O)(=O)c3ccccc3-4)CC2)c(C)c1
  -17.4%	-10.9%	1.4	-0.1%	6.1	-13.8%	-1.8%	1.1%
O=C(O)/C=C/c1cnn(-c2ccccc2)c1
  -1.7%	5.3%	1.9	-0.8%	1.6	1.0%	0.2%	-2.2%
COc1ccc(/C=N/NC(=S)Nc2cccc(C(=O)O)c2)cc1
  -2.7%	-32.2%[57.1 µM]	-3.4	-3.8%	-18.3	-12.0%	11.4%	-24.3%
CCCCCCCOC1(c2ccccc2)OC(=O)c2ccccc21 (stereo not given)
  -4.3%	-13.1%	-0.1	-2.2%	/	0.9%	-2.3%	-5.6%
CC1(C)CC(=O)C(N=Nc2ccc(S(=O)(=O)N3CCCCCC3)cc2)=C(O)C1
  3.1%	-6.4%	1.1	0.9%	3.0	6.2%	-1.2%	-3.6%
N#Cc1cccc(Cn2cc(C(F)(F)F)ccc2=O)c1
  -3.6%	1.9%	-2.0	-0.7%	2.5	-0.7%	-1.7%	2.6%
CCC(=O)c1ccc(OCC(=O)O)cc1
  -3.3%	-1.8%	-0.6	0.5%	3.6	5.4%	-3.1%	-0.1%
Cc1ccc(-c2cc(C(=O)O)c3cc(Br)ccc3n2)o1
  -10.1%	35.5µM*	-3.5	-7.0%	-68.8*	6.1%	-1.9%	11.9µM*
Cc1nc(Cc2nnc(SC(C)C(=O)Nc3cccc(C#N)c3)o2)cs1 (stereo not given)
  -7.0%	5.4%	2.1	-1.9%	0.2	-3.5%	10.1%	-5.8%
CC(C)(C)OC(=O)N1CCN(C(=O)c2[nH]c(C(F)(F)F)nc2-c2ccccc2)CC1
  5.4%	-12.7%	-1.5	/	6.4	?	-11.1%	1.6%
CCCC(=O)c1cc2c(cc1NC(=O)c1cccs1)OCCO2
  1.4%	5.4%	-1.0	0.1%	1.7	-0.8%	1.1%	0.7%
Cc1ccc(N(CC(=O)NCc2ccccc2)C(=O)CCC(=O)Nc2ccccn2)cc1
  -5.8%	-4.8%	-0.5	0.4%	4.0	-0.8%	9.0%	-0.5%
COCCN(CCOC)Cc1cc(=O)oc2cc(C)c(Cl)cc12
  -4.1%	-7.4%	-1.1	/	0.3	?	8.0%	-14.8%
CCNC(=O)c1c(C)nc2ccccn12
  -8.5%	8.2%	-0.1	0.5%	-6.8	3.6%	-5.5%	-6.1%
CCN(CC(=O)NC(C)C)C(=O)c1cc(S(=O)(=O)N2CCCCC2)ccc1N1CCCCC1
  -2.6%	0.2%	0.3	2.5%	0.2	1.3%	2.2%	-7.5%
CCN(CC(=O)NCc1cccs1)C(=O)COc1cccc(C(F)(F)F)c1
  19.8%	4.3%	1.9	-1.4%	6.2	-2.7%	-6.9%	-9.1%
CC(C)[C@H](N)c1nnc(SCC(=O)c2ccc(Cl)cc2)o1
  6.9%	-4.9%	-4.6	0.5%	/	-0.3%	11.0%	-12.5%
Cc1cccc(N(CC(=O)NCCSc2ccccn2)S(=O)(=O)c2ccccc2)c1
  -2.7%	1.6%	-1.0	2.3%	-1.2	-0.8%	-1.1%	-9.1%
Cc1c(S(=O)(=O)N2CCCC(C(=O)O)C2)cnn1C (stereo not given)
  6.6%	-7.1%	-3.3	0.2%	-0.6	-3.2%	9.8%	-14.1%
COc1cccc(/C=N/NC(=O)c2csc(-n3nc(C)cc3C(F)(F)F)n2)c1
  -1.8%	5.3%	-0.5	1.2%	/	-0.7%	1.2%	0.7%
COc1ccc(C(=O)N2CCC(C)(C(=O)O)C2)c(OC)c1 (stereo not given)
  4.0%	-4.6%	-0.8	/	-3.1	6.6%	4.3%	-7.2%
COc1ccc(C)cc1NC(=O)Nc1cccc(C(=O)O)c1
  4.1%	9.5%	-3.1	0.4%	-3.9	-3.9%	12.2%	-12.0%
N#Cc1ccc(OCCN2CCc3ccccc3C2)cc1
  -16.7%	-3.6%	0.3	/	2.3	-4.9%	-5.8%	2.4%
CC1CCC(NC(=O)C2CCN(C(=O)Nc3ccccc3)CC2)CC1 (stereo not given)
  4.0%	7.6%	-4.4	-0.9%	3.7	-0.9%	0.1%	-9.4%
O=C(N=C1SC2CS(=O)(=O)CC2N1c1ccc(Cl)c(Cl)c1)C1CCCO1 (stereo not given)
  11.0%	14.4%	-1.1	-1.7%	0.1	5.0%	-2.7%	-8.0%
O=C(Nc1ccc(S(=O)(=O)Nc2cnc3ccccc3n2)cc1)c1cc(F)c(F)cc1Cl
  4.7%	-5.5%	1.4	1.4%	-20.2	2.9%	-4.1%	29.9µM*
NS(=O)(=O)c1ccc(NC(=O)CN2CCN(S(=O)(=O)c3cccs3)CC2)cc1
  -0.3%	-5.9%	-2.0	-1.0%	-16.4	-3.0%	7.0%	-2.0%
CCOC(=O)c1[nH]c2ccc(OC)cc2c1NC(=O)OC
  -4.6%	-5.6%	-6.3	-1.1%	9.9	0.9%	2.8%	-4.8%
S=C(NCc1ccc(Cl)cc1)N1CCN(c2ccccn2)CC1
  10.7%	-7.0%	-2.2	-9.9%	6.7	-5.0%	-5.9%	-4.0%
Cc1cc(C)c(NC(=O)CSc2nc(=O)n3cc(C)ccc3n2)c(C)c1
  -4.0%	-7.9%	-6.8	0.8%	2.4	1.8%	8.0%	-11.9%
O=C(Cc1ccccc1F)Nc1ccccc1-c1ccccc1
  7.6%	0.5%	1.2	-0.8%	-1.8	-10.3%	-3.6%	-10.7%
O=c1oc2cccnc2n1CCS(=O)(=O)c1ccc(F)cc1
  0.1%	4.9%	1.1	-0.2%	-2.1	7.1%	-3.6%	1.5%
O=C(CCSc1ccc(Cl)cc1)N1CCCCCC1
  10.0%	10.4%	-2.1	-3.0%	-0.9	-4.5%	-5.9%	-4.0%
O=C(CCNc1ccc(Cl)c(C(F)(F)F)c1)c1ccco1
  -2.2%	3.7%	2.2	1.1%	6.1	-1.1%	2.8%	-16.1%
COC(=O)C1=C(C)N(Cc2ccccc2)C(=NCC(C)C)N[C@H]1c1ccccc1
  -24.1%	-5.1%	-0.2	-1.2%&0.7%	-13.8	0.8%	8.0%	-9.4%
COc1ccc(-c2cc(C(=O)N/N=C/c3cccnc3)c3ccccc3n2)cc1
  -25.7%	-8.2%	-2.2	-1.9%	2.1	-9.1%	3.9%	4.7%
Cc1ccc(C(=O)Nc2ccncc2)cc1S(=O)(=O)N1CCCCC1
  -5.5%	-2.0%	1.2	/	4.6	-8.6%	3.4%	-7.7%
Cc1cc(=O)oc2ccc(OC(=O)c3cccc(S(=O)(=O)N4CCOCC4)c3)cc12
  7.6%	4.2%	-1.7	-3.5%	1.3	12.5%	-1.5%	-7.4%
Cn1c(N)c(C(=O)Nc2ccc(-c3ccccc3)cc2)sc1=S
  -17.1%	-0.4%	-4.0	-1.0%	-5.2	?	7.4%	15µM*

Assay outcomes deposited in PubChem BioAssay by National Center for Advancing Translational Sciences (NCATS).
